mcGAS RapidFire: inhibitors of Mus musculus cyclic GMP-AMP synthase, initial high-throughput assay, cell-free, RapidFire MS; 0.18% of 130,000 active; inhibition, % at 12.5 µM; AID 1259397, 2018; recombinant mouse cGAS, cGAMP by RapidFire MS;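 active means inhibition of cGAS enzyme activity at or above 60%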;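 further: enzyme stimulated by 45 bp dsDNA with ATP and GTP substrates; cGAMP share of summed cGAMP plus half ATP and half GTP signals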
Target sequence (Q8C6L5 whole entry, looked up): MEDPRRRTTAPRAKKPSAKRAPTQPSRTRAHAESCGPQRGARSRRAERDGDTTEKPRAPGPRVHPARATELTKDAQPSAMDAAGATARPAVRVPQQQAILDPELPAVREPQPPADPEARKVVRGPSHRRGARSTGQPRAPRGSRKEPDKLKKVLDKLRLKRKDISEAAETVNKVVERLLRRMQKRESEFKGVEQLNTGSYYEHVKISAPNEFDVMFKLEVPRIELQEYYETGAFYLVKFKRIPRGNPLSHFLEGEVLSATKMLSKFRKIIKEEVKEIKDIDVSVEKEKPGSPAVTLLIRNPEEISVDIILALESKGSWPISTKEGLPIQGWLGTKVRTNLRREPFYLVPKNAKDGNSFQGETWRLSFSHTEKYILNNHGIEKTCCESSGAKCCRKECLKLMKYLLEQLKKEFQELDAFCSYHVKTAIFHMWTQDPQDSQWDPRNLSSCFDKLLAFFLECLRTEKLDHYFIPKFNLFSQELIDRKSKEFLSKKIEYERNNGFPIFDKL
* = called active by the depositor; & = joins results of further samples. A portion of the library, so the mix of outcomes need not match the whole.

mcGAS RapidFire,SMILES
0,FC(F)(F)CCc1ccnc(N2CCNC(c3ccccc3)C2)n1 (configuration not stated)
-7,Cc1sc2ncnc(N=Nc3c(O)[nH]c4ccc([N+](=O)[O-])cc34)c2c1C
-4,Cc1cccc(C(=O)NC2CCN(c3ccccc3C(=O)N3CCN(C4CCCC4)CC3)CC2)c1
2,NC(=O)C(OC(=O)C=C(C1CC1)C1CC1)C1CCOCC1 (configuration not stated)
10,COc1ccc(C2=N/C(=C\C(Br)=C\c3ccccc3)C(=O)O2)cc1OC
-14,Cn1ccsc1=NC(=O)c1ccc(NC(=O)OC(C)(C)C)cc1
0,C=C1CC(C)OC(c2ccc(OC)cc2)C1 (configuration not stated)
-7,CN1C(=O)COCc2c(-c3cccc(C(N)=O)c3)cccc21
-7,CC1=C(C(=O)C(F)(F)F)CCC(=O)N1CCCN1CCCC1=O
-4,CNc1cccc(-c2ccccc2CO)n1
-6,CC(=O)Cn1c(=O)c2c(nc3n2CC(C)CN3Cc2ccccc2)n(C)c1=O (configuration not stated)
-1,O=C(Nc1cccnc1)c1ccc(-c2cccc3cccnc23)o1
-2,COc1ccc(C(=O)N(C)C(C)c2nccs2)cc1OC1CCN(C(C)=O)CC1 (configuration not stated)
-10,CN(CC(=O)Nc1cccc(F)c1)CC(=O)N1CCc2ccccc21
10,Clc1ccc(C2=Nc3nnnn3C(c3cccs3)C2)cc1 (configuration not stated)
-8,NC(=O)C(=Cc1ccco1)C(N)=S
-11,CCN(CC)c1nc2ccccc2s1
-9,COc1ccc(Cl)cc1-c1ccccc1CN1CCNCC1
-17,Cc1ccccc1SCC(=O)NC(C)c1cnn(C)c1 (configuration not stated)
-4,COc1ccc(N2CCN(C(CNC(=O)C(=O)Nc3ccon3)c3ccco3)CC2)cc1 (configuration not stated)

(listing goes on)
mcGAS RapidFire,SMILES
-3,CC(C)N1CCN(S(=O)(=O)Cc2ccc(Cl)nc2)CC1
-16,CC(C)c1noc(CNc2ccc(OC(F)F)cc2OC(F)F)n1
-2,COC1(C)CC(NC(C(N)=O)c2ccc(F)cc2)C1(C)C (configuration not stated)
-7,COCC1CCCN(C(=O)c2ccc(-c3ccncc3)nc2)C1 (configuration not stated)
-18,CC(C)N1CCNC(=O)C1CC(=O)NCc1cc2ccc(F)cc2[nH]c1=O (configuration not stated)
-2,CC(=O)C1CC(C(=O)Nc2ccnc3ccncc23)=NN1c1ccccc1 (configuration not stated)
-7,CN(C(=O)[C@H](Cc1ccccc1)NC(=O)c1ccon1)c1ccccc1
-4,Cc1cc(C)c2c(=O)[nH]c(SCC(=O)N3CCOCC3)nc2n1
-7&-5,CC(C)(O)C#Cc1ccc(CN2CCC(CO)(Cc3ccc(Cl)cc3)CC2)cc1
-12,C=CCN(Cc1ccccc1Cl)C(=O)c1cnn(CC)c1
4,c1csc(-c2nc3cnccn3c2NC2CCCC2)c1
-10,Cc1oc(-n2cccc2)c(C#N)c1C(=O)NC1CCC(C)CC1 (configuration not stated)
-8,CC(C)=CCC/C(C)=C/CC(C)(C)CNCCN1CCNCC1
-8,CCC(C)(CO)NCc1ccc(OC(C)C)c(OC)c1 (configuration not stated)
6,O=C1C(Cl)=C(N2CCOCC2)C(=O)N1c1ccccc1F
-7,N#Cc1cccc(CN2CCN3C(C(=O)N4CCCCC4)=COC3=NC2=O)c1
-4,CCCCCCCCCn1cc(C(C)=O)c(=O)n(C)c1=S
-18,Cc1nonc1NC(=O)CN1CCOc2ccc(Cl)cc21
-4,CC(=O)N(CN1C(=O)c2ccccc2C1=O)c1cccc(Cl)c1
-3,Cc1ccc(C)c(NC(=O)CC(=O)NCCCN2CCCC2)c1

Carrying on:
mcGAS RapidFire,SMILES
6,CC(=O)NC(=C(Cl)Cl)S(=O)(=O)c1ccc(C)cc1
0,O=C(NCCc1ccc(O)cc1)c1ccc(N2CCCC2c2ccccn2)nc1 (configuration not stated)
6,CCn1c(C(=O)N(C)Cc2cccn2C)cc2ccccc21
-17,C=C1C(=O)OC2CC1C(OC(C)=O)C/C(C)=C/CC/C(C)=C/CC[C@]2(C)O (some centres not stated)
-10,Cc1nc(C)c(CNC(=O)N2CC(C)c3ccccc32)s1 (configuration not stated)
-1,O=C(O)Cn1c(SCCOc2ccccc2F)nc2ccccc21
-5,CCCn1c(SC2CCCc3ccccc32)n[nH]c1=O (configuration not stated)
-11,COc1ccc(CC2CN(CC3CCC(N)CC3)CCO2)cc1 (configuration not stated)
-8,Cc1cccc(-n2ccnc2-c2cnc(-c3ccccn3)nc2)c1
-28,CCc1c(C(=O)NC(CC)c2ccccn2)csc1C (configuration not stated)
-3,Cc1ccc(Nc2nc(Nc3cccc(F)c3)nc3nccnc23)cc1Cl
1,Cc1nn2cccnc2c1C(=O)Nc1ccc2c(c1)CCC(=O)N2C
-7,Nc1c2c(-c3cccc(F)c3)nc(N3CCCC3)nc2nn1Cc1ccccc1
-3,CCOc1cc(C#N)ccc1OCc1cn2ccccc2c1C#N
5,O=C1CCN(C(=O)c2ccc(C(=O)c3ccccc3)cc2)CC1
1,CCC(C)C(O)CNC(=O)c1cccc2cc[nH]c12 (configuration not stated)
-2,Cc1ccc(NC(=O)c2cnc3sc(C)cn3c2=O)cc1
-1,COC(=O)CCCC(=O)N1CCCC(N2CCN(c3cccc(Cl)c3)CC2)C1 (configuration not stated)
-3,CC(CCNC(=O)c1cc(Cn2cnc3ccccc32)[nH]n1)n1ccnc1 (configuration not stated)
-3,CC(C)OC(=O)c1ccc(NC(=O)CCCC(=O)O)cc1

(more compounds)
mcGAS RapidFire,SMILES
-6,Cc1ccc(NC(=O)C2COc3ccccc3C2)c(Cl)c1 (configuration not stated)
-40,CN(CCCS(=O)(=O)c1ccccc1)C1CCCCCCC1
-4,COCCCn1c(-c2ccccc2)nc2c(c(=O)c3ccccc3n2C)c1=O
-15,CN1CC2(CCCN(CCS(=O)(=O)c3ccccc3)CC2)OC1=O (configuration not stated)
-9,CC(NC(=O)C1CC(=O)NC(=O)C1)(c1ccccc1)c1ccccc1
-14,CCOc1cc(C(=O)N2CCNC(=O)C2C)cc(OCC)c1OCC (configuration not stated)
-3,CC(C)(C)C(=O)N1CCN(CC(F)(F)F)CC1
-7,CNC(=O)CN(C)Cc1ccc(Br)cc1
-10,Cc1nc(SCC(=O)NC(C)(C#N)C(C)C)c2c(C)c(C)sc2n1 (configuration not stated)
-3,Cc1cccnc1NCCNC(=O)c1nc2ccccc2c(=O)[nH]1
-6,CC(=O)c1[nH]c(C)c(C(=O)NC2CCCCC2C)c1C (configuration not stated)
-6,Cc1ccc(CNC(=O)C(C)N2CCCC(C(N)=O)C2)cc1 (configuration not stated)
-2,Cc1cc(C)n(CCC(=O)N2CCCC(Nc3ccc4c(c3)OCCO4)C2)n1 (configuration not stated)
-12,O=c1c2c3c(sc2nc(CN2CCCC2)n1CC(O)c1ccccc1F)CCCC3 (configuration not stated)
6,CN(C(=O)c1cc2ccccc2oc1=O)C1CCCN(C2Cc3ccccc3C2)C1 (configuration not stated)
-9,CCOc1ccc2oc(C(=O)NCCNC(=O)c3oc4ccc(OCC)cc4c3C)c(C)c2c1
-12,CCOC(=O)c1c(NC(=O)C2CCCC2)sc(C(C)=O)c1C
9,NC(=O)COc1nsnc1N1CCOCC1
-6,COc1cc(C2C3C(=O)CC(C)(C)CC3=Nc3ccccc3N2C(=O)C(F)(F)F)cc(OC)c1OC (configuration not stated)
-13,CS(=O)c1nncn1Cc1nc2ccccc2s1 (configuration not stated)

Following part.
mcGAS RapidFire,SMILES
-11,COC(=O)CN1CCN(Cc2ccccc2)C(C)C1=O (configuration not stated)
-13,CC(C)(C)CN1CCCC(O)(CNCCc2n[nH]c(=O)[nH]2)C1=O (configuration not stated)
2,Cc1ccc(C)c(Cn2c(CN3CC(C)OC(C)C3)nc3c2c(=O)n(C)c(=O)n3C)c1 (configuration not stated)
-3,S=C1NC2(CCCCC2)Nc2sc3c(c21)CCCC3
4,O=C(CC1CCCCC1)OCc1ccon1
-2,CC(C)Cc1nnc2sc(CCc3cn4ccccc4n3)nn12
7,c1ccc(CCCN2CCCN(Cc3cc4n(n3)CCCNC4)CC2)cc1
-1,Cn1cc(CN2C[C@@H]3CCC[C@H]2C3)c(-c2cccc(Cl)c2)n1
-7,CCCc1nc2sc3ccccc3c(=O)c2c(=O)n1Cc1ccccc1
-3,Cc1oc(-c2cccs2)nc1CN1CCCC(C(=O)c2ccc3c(c2)OCO3)C1 (configuration not stated)
-10,O=C1COCc2cc(-c3cccnc3)ccc2N1Cc1cc(F)cc(F)c1
3,COc1ccc(C(C)(O)c2nc(-c3ccoc3)cs2)cc1 (configuration not stated)
1,C[C@@H](Nc1nccc(CCC(F)(F)F)n1)C(N)=O
-27,CCn1c(C)cc(C)c(C(=O)N2C[C@@H]3C4CCC(CC4)[C@@H]3C2)c1=O
-25,COc1cccc(-n2cc(CN(C)Cc3cc(-c4ccccc4)no3)cn2)c1
-12,C=CCn1nc(C(=O)O)c2c1CCC(NCc1ccoc1)C2 (configuration not stated)
-17,CCOC(=O)c1cnn(-c2nc3c(C)cccc3s2)c1C
4,Cc1noc(C)c1C(=O)N(C)C(C)c1ccccc1F (configuration not stated)
-5,CN(Cc1ccc(F)cc1)C(=O)CNC(=O)c1cccs1
-5,CCCC1CCCN(C(=O)c2c[nH]c3ncccc23)CC1 (configuration not stated)

Ordered by the number under mcGAS RapidFire (descending): 3 of the compounds above.
| mol | mcGAS RapidFire |
| --- | --- |
| COC(=O)CCCC(=O)N1CCCC(N2CCN(c3cccc(Cl)c3)CC2)C1 (configuration not stated) | -1 |
| COCC1CCCN(C(=O)c2ccc(-c3ccncc3)nc2)C1 (configuration not stated) | -7 |
| C=CCN(Cc1ccccc1Cl)C(=O)c1cnn(CC)c1 | -12 |

Returning to the listing; the 6 compounds before the break are reprinted first.
mcGAS RapidFire,SMILES
-25,COc1cccc(-n2cc(CN(C)Cc3cc(-c4ccccc4)no3)cn2)c1
-12,C=CCn1nc(C(=O)O)c2c1CCC(NCc1ccoc1)C2 (configuration not stated)
-17,CCOC(=O)c1cnn(-c2nc3c(C)cccc3s2)c1C
4,Cc1noc(C)c1C(=O)N(C)C(C)c1ccccc1F (configuration not stated)
-5,CN(Cc1ccc(F)cc1)C(=O)CNC(=O)c1cccs1
-5,CCCC1CCCN(C(=O)c2c[nH]c3ncccc23)CC1 (configuration not stated)
0,O=c1cc(CSc2nnc3ccccn23)c2cc3c(cc2o1)CCC3
-6,COC(=O)Cn1c(=O)c2c(nc3n2CCN3c2cc(C)ccc2C)n(C)c1=O
-1,COC(C(=O)NN=C1CCN(C)CC1)c1ccccc1 (configuration not stated)
-1,Cc1cc(C)c(CNCC(C)n2cncn2)c(C)c1CO (configuration not stated)
-3,Cc1cc(C(=O)Nc2nnc(CC3CCCC3)s2)ccc1[N+](=O)[O-]
2,CN(C)c1nc(N)nc(COc2ccc(Cl)c3ccccc23)n1
-2,Cc1c(C(=O)Nc2nc3c(s2)CCC3)oc2c1C(=O)CC(C)(C)C2
-6,CN(CC1Cc2ccccc2O1)c1ccc(-c2nccn2C)nn1 (configuration not stated)
0,COC(=O)c1ccc(CNC(=O)c2ccccn2)cc1
-9,O=C1N=C2OC(C(=O)N3CCOCC3)=CN2CCN1Cc1ccccc1C(F)(F)F
-15,Cc1c(Cl)cccc1NC(=O)CSc1nc(N)nc(C2CCC2)n1
18,CC(C)(C)n1ccc2c(cnc3nc(-c4ccncc4)nn32)c1=O
-2,O=C(NCC[C@@H]1C[C@@H]2C=C[C@H]1C2)c1cccc(OC2CCN(C(=O)C3CC3)CC2)c1
4,COc1ccc(S(=O)(=O)NCCCn2nc(-c3ccccc3)ccc2=O)cc1F
-4,Cc1nc(SCC(N)=O)c2c3c(sc2n1)CCCC3
2,c1ccc(-c2nnc3sc(-c4ccc5c(c4)OCO5)nn23)cc1
-14,O=S(=O)(N1CCCC1)N1CCn2cncc2C1
4,CCN(CCS(=O)(=O)c1cc(Cl)ccc1Cl)CC(=O)NC(C)C
-7,COCCOc1ccc(C(C)Nc2cc(C)nc(C)n2)cc1OC (configuration not stated)
-5,COC(=O)Cn1c(=NC(=O)c2ccc3ncsc3c2)sc2cc(C)ccc21

Brought forward from above: seven compounds, followed by the next part.
mcGAS RapidFire,SMILES
4,COc1ccc(S(=O)(=O)NCCCn2nc(-c3ccccc3)ccc2=O)cc1F
-4,Cc1nc(SCC(N)=O)c2c3c(sc2n1)CCCC3
2,c1ccc(-c2nnc3sc(-c4ccc5c(c4)OCO5)nn23)cc1
-14,O=S(=O)(N1CCCC1)N1CCn2cncc2C1
4,CCN(CCS(=O)(=O)c1cc(Cl)ccc1Cl)CC(=O)NC(C)C
-7,COCCOc1ccc(C(C)Nc2cc(C)nc(C)n2)cc1OC (configuration not stated)
-5,COC(=O)Cn1c(=NC(=O)c2ccc3ncsc3c2)sc2cc(C)ccc21
-7,COc1ccc2oc(=O)c(-c3nnc(Nc4cccc(C(F)(F)F)c4)s3)cc2c1
-28,OCCN1CCN(C2CCN(C3CC4CCC3C4)CC2)CC1 (configuration not stated)
-5,CC(=O)Oc1ccccc1Cn1c(C)c(C(=O)NCc2ccc(C#N)cc2)sc1=O
0,CNC(=O)CN1CCN(c2ncnc3c2nnn3C)CC1
1,O=C(c1cccs1)N1CCN(Cc2ccc(Br)cc2)CC1
-2,OCCCN(Cc1ccc(Cl)nc1)CC(F)(F)F
-4,CC1(C(=O)NS(=O)(=O)c2cccs2)CCN1C(=O)CCC1CCCC1 (configuration not stated)
5,COc1c(Cl)cc(Cl)cc1/C=N\NC(=O)CSc1nc2ccccc2s1
-2,O=C(CSc1nc2[nH]ncc2c(=O)[nH]1)NCc1ccc(F)cc1
8,O=C(CCc1c[nH]c2ccccc12)N1CCC(n2cc(CO)nn2)CC1
-6,Fc1ccc(CN2CCN(CC3CC4C=CC3C4)CC2)cc1 (configuration not stated)
-39,O=C(c1ccc2c(c1)CCC2)N(CC1CCCO1)C1CCSC1 (configuration not stated)

Entries from the list above that have bromine:
mcGAS RapidFire,SMILES
10,COc1ccc(C2=N/C(=C\C(Br)=C\c3ccccc3)C(=O)O2)cc1OC
-7,CNC(=O)CN(C)Cc1ccc(Br)cc1
1,O=C(c1cccs1)N1CCN(Cc2ccc(Br)cc2)CC1
